# Compound activity (PubChem)
# XIAP displacement = XIAP antagonists, biochemical, IAP family, fluorescence polarization (AID 1018). XIAP BIR domain, fluorescence polarization peptide displacement; higher % means a stronger effect. 200,000 compounds, 0.007% hits. one-dose displacement, % at 20 µM; IC50 in µM for titrated hits. E3 ubiquitin-protein ligase XIAP (Homo sapiens); in the data active means displacement above about 50%; further: a part of the inactive calls stands beside numbers as strong as those of hits
# ER stress rescue = rescue of cells from ER stress-induced death, primary screen, 384-well, CSM14.1, thapsigargin, ATP luminescence (AID 1222). CSM14.1 thapsigargin-induced death rescue, ATP luminescence; higher % means a stronger effect. cellular ATP content (survival), % at 20 µM; hits with a dose series show EC50 in µM. 190,000 tested, under 10 active;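 active means EC50 below 50 µM in the dose-response confirmation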;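 further: death triggered by thapsigargin at about 15 µM added after 2 h compound pretreatment; cell ATP read after overnight thapsigargin exposure of roughly 18 to 22 hours; normalized against plate controls of thapsigargin alone and 5% DMSO vehicle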
# UTI89 phage lysis = inhibition of K1F phage lysis, E. coli UTI89, bacterial capsule biogenesis inhibitors, alamar blue (AID 488966); E. coli UTI89 K1F phage lysis, alamar blue, 2 h; higher % means a stronger effect; inhibition, % at 100 µM; hits with a dose series show IC50 in µM; 340,000 compounds, 0.02% hits;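 active means phage lysis inhibition, versus mean bacterial control, above a set limit; inconclusive means no clear call, values can overlap the other calls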;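 further: capsule biogenesis inhibitors block K1F phage lysis so surviving cells raise fluorescence; higher fluorescence means more inhibition of phage lysis; actives were called in the ten point dose series up to 300 µM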
# Dengue-2 NS5 capping = Dengue-2 NS5 methyltransferase inhibitors, primary screen, biochemical, confirmation dose response (AID 588689); Genome polyprotein (Dengue virus type 2 (strain 16681-PDK53)); Dengue-2 NS5 methyltransferase capping enzyme assay, biochemical; higher % means a stronger effect; inhibition, % at 25 µM, or IC50 in µM where a hit was titrated; 340,000 compounds, 0.3% hits; in the data active means a potency from the dose series; inconclusive means inhibition above about 29% without an active follow-up result
# Yfh1-depleted yeast = enhancers of respiration in Yfh1-depleted yeast, dose response, Friedreich's ataxia, plus single-dose screen (AID 1465) | fold induction at 50 µM; hits with a dose series show EC50 in µM | 220,000 compounds, 0.074% hits | S. cerevisiae Yfh1-off respiration, WST-1 reduction, 72 h; higher fold induction means a stronger effect;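 active means fold induction of absorbance versus untreated yeast above a set limit, then at least 30% activation at any dose in follow-up; inconclusive means repeats straddling the limit, or above it without dose testing; inactive means fold induction below the set limit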;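 further: activators that raise dye reduction in frataxin-depleted yeast; strong numbers were not always called active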
# RSV antiviral HEp-2 = RSV antiviral activity via CPE protection, HEp-2 cells, primary 10 µM value included (AID 2391); one-dose CPE inhibition, % at 10 µM; IC50 in µM for titrated hits; HEp-2 cells, RSV-induced CPE inhibition; higher % means a stronger effect; 310,000 compounds, 0.13% hits; in the data active means a potency from the dose series; inconclusive means CPE inhibition mostly from about 23% at the one dose, without a potency; inactive means the rest, 99 in 100 with CPE inhibition below about 21%; further: strong numbers were not always called active
# WT yeast gro inh = growth inhibition of WT strain, primary screen, mitochondrial fusion inhibitor project, WT and mutant strains, chemical genetic. inhibition, % at 10 µM. AID 1362, 2008. mitochondrial fusion phenotypic screen. 190,000 compounds, 2.1% hits; in the data active means inhibition above about 58%; tested in S. cerevisiae
# SV40 large T antigen = SV40 large T antigen inhibitors, biochemical (AID 1903). SV40 large T antigen ATPase/helicase inhibition assay; higher % means a stronger effect. inhibition, % at 20 µM; hits with a dose series show IC50 in µM. 310,000 compounds, 0.39% hits; in the data active means a potency from the dose series; inconclusive means inhibition mostly from about 32% at the one dose, without a potency; inactive means the rest, 99 in 100 with inhibition below about 32%; further: strong numbers were not always called active
# West Nile antiviral = West Nile virus antiviral activity, cell-based, CPE readout (AID 1621); West Nile virus-infected cells, CPE inhibition; higher % means a stronger effect; CPE inhibition, % at 10 µM, or IC50 in µM where a hit was titrated; 290,000 compounds, 0.02% hits; in the data active means a potency from the dose series; inconclusive means CPE inhibition mostly from about 3.7% at the one dose, without a potency; inactive means the rest, 99 in 100 with CPE inhibition below about 2.2%; further: strong numbers were not always called active
# WT yeast gro inh mutant strain = recorded beside WT yeast gro inh, whose call it bears; inhibition, %; mitochondrial fusion phenotypic screen, mutant strain inhibition
# Dengue-2 NS5 capping pilot replicate = further read-out of Dengue-2 NS5 capping, marked with its call; inhibition, %; measured here: pilot screen replicate inhibition
# An asterisk follows results filed as active; i = inactive; ? = inconclusive; . = not tested or not shown; [ ] = remark or other dose. This is a random part of the collection; overall some 2.2% were active at least once.
SMILES,XIAP displacement,ER stress rescue,UTI89 phage lysis,Dengue-2 NS5 capping,Yfh1-depleted yeast,RSV antiviral HEp-2,WT yeast gro inh,WT yeast gro inh mutant strain,SV40 large T antigen,West Nile antiviral,others
O=C(O)C1Cc2ccccc2CN1S(=O)(=O)c1ccc2ccccc2c1 (stereo not drawn),-2.7%,-0.9%,-0.8%,4%,i,2.2%,-5,7,-5%,0.5%,
COc1ccccc1-n1c(SCC(=O)O)nc2sc3c(c2c1=O)CCC3,.,.,0.1%,3%,i,-1.0%,.,.,14%,0.1%,
Cn1c(SCC(=O)N2CCOCC2)nnc1-c1ccc2ncccc2c1,.,.,-1.4%,1%,i,1.9%,.,.,11%,0.5%,
Cc1ccc(NC(=O)c2cccc(OCc3c(C)noc3C)c2)cc1S(=O)(=O)Nc1ccccc1Cl,-1.1%,-2.7%,1.3%[50 µM],3%,i,?,5,10,3%,-0.2%,
CCOc1ccc2nc(NS(=O)(=O)c3ccc(NC(C)=O)cc3)sc2c1,-3.5%,-2.8%,0.2%,-2%,i,1.8%,-3,-5,-5%,0.5%,
CCOC(=O)C(C(=O)Nc1ccccc1C)C1CCCCC1 (stereo not drawn),-1.8%,-0.3%,0.5%[50 µM],3%,i,-0.4%,3,-12,-6%,0.5%,
CS(=O)(=O)N(CC(=O)N1CCCC1)c1cccc(Cl)c1,-7.9%,-1.9%,2.3%,7%,i,0.7%,-23,-5,0%,0.5%,
COc1ccc(-c2nc(=S)c3ccc4ccccc4c3[nH]2)cc1,-9.9%,-0.3%,0.7%,-5%,i,.,10,20,6%,0.1%,
O=C1C(NS(=O)(=O)c2cccs2)=C(N2CCN(c3ccccc3)CC2)C(=O)c2ccccc21,-6.6%,0.3%,-0.4%,21%,i,1.2%,49,29,16%,0.5%,
Cc1ccccc1CN(c1ccc(C(=O)NCC2CCCO2)cc1)S(C)(=O)=O (stereo not drawn),-4.8%,-0.4%,1.1%[50 µM],-6%,i,2.6%,13,0,-3%,-0.3%,
Cc1cc(Nc2ccccc2)cc(=O)n1C,.,.,-3.1%,13%,.,0.4%,.,.,9%,.,
COc1ccc(C2c3ccc4ccccc4c3Oc3ncn(CCO)c(=N)c32)cc1OC (stereo not drawn),.,.,-2.0%[50 µM],-5%,.,17%,.,.,1%,57%,
O=C(c1ccco1)N1CCN(C(=S)Nc2ccc(F)cc2)CC1,.,.,1.8%[50 µM],-6%,.,6.8%,.,.,4%,-0.9%,
COc1cc([N+](=O)[O-])ccc1NC(=O)NCc1ccccn1,.,.,0.0%,-3%,.,4.5%,.,.,9%,-0.5%,
CO/N=C/C(c1ccc(Cl)nc1)S(=O)(=O)c1ccccc1 (stereo not drawn),.,.,1.6%,-1%,.,1.1%,.,.,10%,-0.1%,
O=C(CNC(=O)c1ccccn1)N/N=C/c1ccc2c(c1)OCO2,-3.5%,-1.7%,-0.2%,-4%,i,0.7%,-7,22,11%,0.0%,
O=C(Nc1ccc(N2CCN(C(=O)c3cccs3)CC2)cc1)c1cccc(F)c1,.,.,-0.4%,4%,.,1.3%,.,.,12%,-0.2%,
O=C(CCN1CCN(c2ccccc2)CC1)NNC(=O)c1cccc2ccccc12,-0.7%,-8.7%,2.1%,-5%,i,-0.1%,-5,1,-1%,0.3%,
Cc1c(NC(=O)Oc2ccccc2)sc(=S)n1C,-2.7%,-1.1%,9.6%,-3%,i,1.5%,8,-4,3%,0.3%,
COc1ccc(C(=O)OCC(=O)NC(C)(C)C)cc1[N+](=O)[O-],-6.2%,-0.5%,1.8%[50 µM],2%,i,1.7%,-5,-6,7%,-0.3%,
CCc1ccc(NC(=O)Cc2c(C(=O)O)n(C)c3ccccc23)cc1,-5.9%,-7.9%,-1.8%,-9%,i,2.2%,-2,3,-1%,0.7%,
O=C(Nc1ccc(N2CCCC2)cc1)c1cccc(Cl)c1,.,.,0.2%,-8%,.,5.2%,.,.,5%,0.1%,
Cc1ccc(NC2CC(=O)N(CCc3ccccc3)C2=O)cc1 (stereo not drawn),-4.1%,-0.4%,0.2%,-1%,i,2.0%,-1,-8,10%,-1.0%,
COc1cc(/C=C(\C#N)C(=O)Nc2cccc(C(=O)O)c2)ccc1OCc1ccc(Cl)cc1,.,.,-0.1%,-4%,.,8.7%,.,.,10%,-0.1%,
CC1=C(C(=O)Nc2ccc(F)cc2)C(c2ccc(C)o2)C2=C(CC(C)(C)CC2=O)N1 (stereo not drawn),-3.8%,-2.3%,0.1%,1%,i,1.9%,5,-10,4%,-0.2%,
CCn1cc(C(=O)OCC(=O)c2cc(C)n(-c3ccc(OC(F)F)cc3)c2C)c(=O)c2ccc(C)nc21,-8.5%,-1.6%,0.1%,-4%,i,?,49,4,8%,-0.6%,
COc1nn(-c2ccccc2)c(=O)c(Cl)c1Cl,.,.,0.0%,-9%,.,-2.3%,.,.,16%,-2.5%,Dengue-2 NS5 capping pilot replicate=0.6
COc1cccc(CC(NC(C)=O)C(=O)NC2CCN(C(=O)C3CC3)CC2)c1OC (stereo not drawn),2.7%,0.0%,-1.8%,-10%,i,3.6%,1,1,21%,0.8%,
O=S(=O)(c1ccc(-c2ccon2)s1)N1CCN(c2ccccn2)CC1,.,.,-0.1%,-2%,i,5.7%,.,.,15%,-1.3%,
CCOC(=O)Cc1csc(NC(=O)CSc2nnc(Cc3csc(N)n3)n2C)n1,-5.8%,-1.2%,?,-2%,i,0.0%,-18,-18,5%,0.3%,
Cc1cccc(NC(=O)CN2C(=O)S/C(=C\c3ccc(O)c([N+](=O)[O-])c3)C2=O)c1,-6.7%,-2.0%,0.1%,4%,i,2.4%,33,12,7%,-0.8%,
CC1CCN(C(=O)CN(C2CCCCC2)S(C)(=O)=O)CC1,-0.2%,-1.6%,1.6%,0%,i,0.4%,-8,-15,4%,0.0%,
Cc1ccc(NC(=O)CN(C)S(=O)(=O)c2cccc3nsnc23)cc1C,1.6%,-0.7%,-0.2%,-3%,i,2.4%,-6,-11,8%,-0.5%,
O=C(Cn1nnc(-c2ccccc2Cl)n1)N1CCCCC1,.,.,0.3%,.,.,1.5%,.,.,7%,-0.3%,
O=C(O)c1cccc(C(=O)Nc2cccc(NC(=O)C3CCCO3)c2)c1 (stereo not drawn),-2.4%,-3.4%,6.3%,-3%,i,2.2%,1,14,3%,-0.2%,
O=C(N/N=C/c1ccc2nccnc2c1)c1cccc([N+](=O)[O-])c1,-3.1%,0.7%,0.3%,-2%,i,0.0%,-1,12,30%,0.2%,
Cn1c(-[n+]2c(-c3ccccc3)cc(-c3ccccc3)cc2-c2ccccc2)nc2c([N+](=O)[O-])cccc21,-2.0%,-2.3%,-1.4%[50 µM],-12%,i,2.4%,33,-4,13%,-0.8%,
Cc1ccc2c(=O)cc(C(=O)NCCc3ccc(S(N)(=O)=O)cc3)oc2c1,.,.,0.0%,-1%,.,7.6%,.,.,9%,-0.2%,
C/C(=N\NC(=O)CN1CCN(S(=O)(=O)c2ccc(C)cc2)CC1)c1ccncc1,.,.,1.3%[50 µM],-4%,i,-0.5%,.,.,3%,-0.2%,
O=C(NCCc1ccccc1F)N[C@@H](Cc1ccccc1)C(=O)O,.,.,0.1%,-4%,.,1.2%,.,.,-6%,-0.1%,

# Three records drawn at random from those above:
SMILES,XIAP displacement,ER stress rescue,UTI89 phage lysis,Dengue-2 NS5 capping,Yfh1-depleted yeast,RSV antiviral HEp-2,WT yeast gro inh,WT yeast gro inh mutant strain,SV40 large T antigen,West Nile antiviral,others
O=C(c1ccco1)N1CCN(C(=S)Nc2ccc(F)cc2)CC1,.,.,1.8%[50 µM],-6%,.,6.8%,.,.,4%,-0.9%,
Cc1ccccc1CN(c1ccc(C(=O)NCC2CCCO2)cc1)S(C)(=O)=O (stereo not drawn),-4.8%,-0.4%,1.1%[50 µM],-6%,i,2.6%,13,0,-3%,-0.3%,
Cn1c(-[n+]2c(-c3ccccc3)cc(-c3ccccc3)cc2-c2ccccc2)nc2c([N+](=O)[O-])cccc21,-2.0%,-2.3%,-1.4%[50 µM],-12%,i,2.4%,33,-4,13%,-0.8%,

# Among those listed so far, four contain a thiophene ring, fused or not:
SMILES,XIAP displacement,ER stress rescue,UTI89 phage lysis,Dengue-2 NS5 capping,Yfh1-depleted yeast,RSV antiviral HEp-2,WT yeast gro inh,WT yeast gro inh mutant strain,SV40 large T antigen,West Nile antiviral,others
COc1ccccc1-n1c(SCC(=O)O)nc2sc3c(c2c1=O)CCC3,.,.,0.1%,3%,i,-1.0%,.,.,14%,0.1%,
O=C1C(NS(=O)(=O)c2cccs2)=C(N2CCN(c3ccccc3)CC2)C(=O)c2ccccc21,-6.6%,0.3%,-0.4%,21%,i,1.2%,49,29,16%,0.5%,
O=C(Nc1ccc(N2CCN(C(=O)c3cccs3)CC2)cc1)c1cccc(F)c1,.,.,-0.4%,4%,.,1.3%,.,.,12%,-0.2%,
O=S(=O)(c1ccc(-c2ccon2)s1)N1CCN(c2ccccn2)CC1,.,.,-0.1%,-2%,i,5.7%,.,.,15%,-1.3%,

# The list continues:
SMILES,XIAP displacement,ER stress rescue,UTI89 phage lysis,Dengue-2 NS5 capping,Yfh1-depleted yeast,RSV antiviral HEp-2,WT yeast gro inh,WT yeast gro inh mutant strain,SV40 large T antigen,West Nile antiviral,others
Cc1ccc(-c2nn(C)c(=O)c3ccccc23)cc1CNC(=O)CN1CCOCC1,-7.2%,-1.7%,0.1%,-3%,i,0.7%,3,2,-1%,-0.2%,
O=c1[nH]nc(C(F)(F)F)c2nnn(Cc3ccccc3Cl)c12,.,.,-0.5%[50 µM],2%,.,1.6%,.,.,3%,-0.6%,
C=CCc1c(O)nc(SCC(=O)c2ccccc2)[nH]c1=O,-5.4%,-1.9%,0.5%,7%,i,1.4%,13,18,13%,0.2%,
C=CCN1C(=O)C(C(C)CC)NC1=S (stereo not drawn),-5.2%,4.9%,4.6%,-1%,i,-0.1%,7,0,7%,1.4%,
CC1CCc2c(sc(NC(=O)c3ccco3)c2C(=O)O)C1 (stereo not drawn),.,.,-0.2%,-4%,.,3.5%,.,.,0%,-0.2%,
[N-]=[N+]=NC1C[C@H](n2ccc(=O)[nH]c2=O)O[C@@H]1CO (stereo partly drawn),-19%,-2.5%,-3.9%,-2%,i,-1.0%,-4,-30,0%,0.3%,
O=C1c2ccsc2SCCN1Cc1c(Cl)cccc1Cl,-9.3%,-4.4%,0.0%,-10%,i,16%,-2,-13,8%,0.7%,
O=C(Nc1ccc(Oc2ccc(C(=O)O)c(C(=O)O)c2)cc1)c1cccs1,-24%,-0.1%,-0.9%,2%,i,0.7%,-14,-8,21%,0.2%,
